# Compound activity as filed in PubChem BioAssay.
# mcGAS MS inh: blocks mouse cGAS cGAMP production. Q8C6L5. recombinant mouse cGAS, cGAMP by RapidFire MS. inhibition, % at 12.5 µM. 130,000 tested, 0.18% active. AID 1259397;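 active means inhibition of cGAS enzyme activity at or above 60%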;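 further: enzyme stimulated by 45 bp dsDNA with ATP and GTP substrates; cGAMP share of summed cGAMP plus half ATP and half GTP signals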
# Target sequence (Q8C6L5 whole entry, looked up): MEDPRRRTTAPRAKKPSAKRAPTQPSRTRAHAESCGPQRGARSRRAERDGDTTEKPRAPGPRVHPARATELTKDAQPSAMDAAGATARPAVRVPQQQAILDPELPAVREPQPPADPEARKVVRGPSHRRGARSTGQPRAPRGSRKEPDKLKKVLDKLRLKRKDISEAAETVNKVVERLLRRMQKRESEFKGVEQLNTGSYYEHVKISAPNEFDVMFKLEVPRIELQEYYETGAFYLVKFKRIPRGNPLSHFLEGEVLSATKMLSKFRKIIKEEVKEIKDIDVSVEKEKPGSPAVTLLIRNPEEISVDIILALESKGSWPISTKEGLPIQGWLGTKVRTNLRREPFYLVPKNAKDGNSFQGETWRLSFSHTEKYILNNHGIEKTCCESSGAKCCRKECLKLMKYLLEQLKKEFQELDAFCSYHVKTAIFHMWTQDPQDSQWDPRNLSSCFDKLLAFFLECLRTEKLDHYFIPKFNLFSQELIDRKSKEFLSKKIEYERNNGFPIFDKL
# * hit, by the source's call; & = joins results of further samples.
# Start of the listing, in advance:
SMILES,mcGAS MS inh
Cc1cc(Cl)cc2c(N=Nc3ccccc3C(=O)O)c(O)[nH]c12,10
COCC(=O)N1CCC(c2nc(CC3CCN(C)CC3)no2)CC1,-14
O=C(NCc1cccnc1)NC1COc2c1ccc(Cl)c2Cl (configuration not stated),-3
COc1cccc(-c2nc3ccc(C(=O)N(C)CC(O)c4ccccc4)cc3o2)c1 (configuration not stated),-10
CC(c1ccccn1)N(C)Cc1ccc(-n2ccnc2)cc1 (configuration not stated),-22

# All compounds of this part, from the start:
SMILES,mcGAS MS inh
Cc1cc(Cl)cc2c(N=Nc3ccccc3C(=O)O)c(O)[nH]c12,10
COCC(=O)N1CCC(c2nc(CC3CCN(C)CC3)no2)CC1,-14
O=C(NCc1cccnc1)NC1COc2c1ccc(Cl)c2Cl (configuration not stated),-3
COc1cccc(-c2nc3ccc(C(=O)N(C)CC(O)c4ccccc4)cc3o2)c1 (configuration not stated),-10
CC(c1ccccn1)N(C)Cc1ccc(-n2ccnc2)cc1 (configuration not stated),-22
CN(CC1CCN(CCc2ccc(F)cc2)CC1)C(=O)c1ccc2c(c1)OCO2,-9
O=C1CC2(Oc3ccccc3O2)C(=O)NN1,-8
CCCOC1CCCN(C(=O)COc2ccc(Cl)cc2)C1 (configuration not stated),-2
Cc1ccc(C(=O)C(C)Oc2ccccc2Cl)cc1 (configuration not stated),-6
CSCCCNC(=O)c1cccc(OC2CCN(C(=O)C3CC3)CC2)c1,-1
COC(=O)C1CCN(c2nc(-c3ccccc3C(F)(F)F)cs2)CC1,-4
Cc1cccc(NC(=O)NC(=O)CN2C(=O)c3ccccc3S2(=O)=O)c1C,-2
CNc1nc(C(=O)N2CCC(N3CCCC3=O)CC2)cs1,-4
O=C(Nc1ccnn1Cc1cccc2ccccc12)c1cc[nH]c(=O)c1,-7
CC(C)c1ccc(/C=N\Nc2ncnc3nc[nH]c23)cc1,-7
CN(C)CCCN1C(=O)C(O)=C(C(=O)c2cccs2)C1c1cccs1 (configuration not stated),-17&-3
O=C(NC1CCc2ccccc21)C1CSCN1C(=O)C1CCC1 (configuration not stated),-6
CC1CC(C)CN(S(=O)(=O)N2CCCC(NS(C)(=O)=O)C2)C1 (configuration not stated),-2
CCOC(=S)SCC(=O)N(c1ccccc1)c1nccs1,-6
O=C(Nc1nc2ccc(F)cc2s1)c1ccc(CN2CCOCC2)cc1,2
Cc1c(C)n2c3c(=O)n(Cc4ccc(F)cc4)c(=O)n(C)c3nc2n1CCCO,-4
CC(C)(C)C(=O)NC(NC(=S)Nc1cccc(C(=O)O)c1)C(Cl)(Cl)Cl (configuration not stated),7
CC(=O)Nc1ccc(N2C(=O)CSC2c2ccccc2)cc1 (configuration not stated),-2
Cc1ccc(C2(O)CCN(CCSC(C)C)CC2)nc1,-12
CC(=NNC(=S)NC(C)C)c1cccs1,-7
CN(Cc1cccc(O)c1)C(=O)C1CCCCC1C(F)(F)F (configuration not stated),-11
CC(C)Oc1ncccc1CNCC1CNc2c(C(N)=O)cnn2C1 (configuration not stated),-8
Cc1c(C(=O)N2CCCCC2C)c(C(F)(F)F)nn1C1CCCN(C)C1 (configuration not stated),-4
Cn1nnnc1NCc1ccc2c(c1)OCCO2,-9
O=C(c1ccccc1Cl)N1N=C(c2ccccc2)CC1c1nc2ccccc2[nH]1 (configuration not stated),-4
O=C(NC(=O)c1cccc(C(F)(F)F)c1)OC1CCS(=O)(=O)C1 (configuration not stated),-2
CN(CCc1ccccn1)C(=O)CN1C(=O)C(Oc2ccccc2)C1c1ccncc1 (configuration not stated),-3
CN(Cc1ncc[nH]1)Cc1cn[nH]c1C(=O)O,-7
CCOC(=O)c1c(N)sc(C)c1CC,0
Cc1nn(-c2ccccc2Cl)c2sc(C(=O)OCc3nc4ccsc4c(=O)[nH]3)cc12,-7
O=C(NCCSCc1cccs1)Nc1cc(N2CCCC2=O)ccc1F,6
COc1ccc(OC)c(NC(=O)C=Cc2ccc3c(c2)OCCCO3)c1,-3
CC1NC(=S)N(C2CCN(S(C)(=O)=O)CC2)C1=O (configuration not stated),-5
O=C(Nc1ccc2c(c1)CCC2)C1=CC=CN2CCS(=O)(=O)N=C12,0
O=c1[nH]c(SCc2cccc(C(F)(F)F)c2)nc2c1cnn2CCO,-31
Cc1nn(CO)c(C)c1Sc1ccc(Br)cc1,-27
O=C(CSc1ccccn1)N(Cc1ccco1)C1CCS(=O)(=O)C1 (configuration not stated),1
CCCc1nnc2c(C(=O)N[C@H](CO)Cc3ccccc3)cccn12,1
Nc1c(C(=O)OCC2CCCO2)c2nc3ccccc3nc2n1-c1ccc2c(c1)OCCO2 (configuration not stated),0
O=C(Cn1cc(/C=C/c2[nH]c(=O)[nH]c(=O)c2[N+](=O)[O-])c2ccccc21)Nc1ccc(F)cc1,1
Cc1nn(C)c(C)c1NC(=O)Cn1nnnc1C1CCCC1,-18
O=C1C2C3C=CC(C3)C2C(=O)N1c1ccc([N+](=O)[O-])cc1Br (configuration not stated),-3
Cc1cc(Nc2ccc3c(n2)C(=O)N([C@H](C)C(=O)NCC2CCCCC2)C3)n(C)n1,5
CC1(C)C2CCC1(CS(=O)(=O)O)C(=O)/C2=C\c1ccc(/C=C2\C(=O)C3(CS(=O)(=O)O)CCC2C3(C)C)cc1,1
CCC/C=C/c1cccc(-n2cnnc2)c1,-20
COc1ccc(C(=O)NNC(=O)CSc2nnc(Cn3cnc4ccccc43)n2C)cc1,-4
CN(Cc1cnn(C)c1)C(=O)c1ccc(Oc2ccccc2)o1,-12
CCc1noc(CNC2CS(=O)(=O)CC2N2CCCCC2)n1 (configuration not stated),-7
Cc1cc(NC(=O)C(C)N2CCN(C(=O)N3CCOCC3)CC2)on1 (configuration not stated),-1
CN1CCN(Cc2ccc(S(C)(=O)=O)cc2)CC1C(=O)O (configuration not stated),-4
CN(C)Cc1ccc(-c2ccc(O)cc2)nc1,-9
O=C(NCC1CCCO1)C1CCN(C2CCN(C(=O)CCc3ccccc3)CC2)CC1 (configuration not stated),-2
CCOC(=O)c1sc(=NC(=O)c2c(F)cccc2F)n(C)c1C,-4
Cn1nnc2c(SCC(=O)N3CCOCC3)ncnc21,-3
C=C1C(=O)OC23C(CC[C@@]4(C)OC24)C(C)CC[C@@H]13 (some centres not stated),-8

# Further entries:
SMILES,mcGAS MS inh
Brc1cc2c(cc1CSc1ncccn1)OCO2,-9
CCOC(=O)c1sc(NC(=O)C(C)Oc2ccccc2OC)c(C(=O)OCC)c1C (configuration not stated),-8
NC(=O)c1sc2nc3c(c(-c4ccco4)c2c1N)CCCC3,-3
CC(NC(=O)CSc1ccncc1)C(C)c1ccccc1 (configuration not stated),-7
NC(=O)N1CCCC1C(=O)NNC(=O)CC12CC3CC(CC(C3)C1)C2 (configuration not stated),-39
CC(C)Cc1noc(CS(=O)(=O)Cc2ccc(Cl)c(Cl)c2)n1,-14
CC(Oc1ccc(Cl)cc1)C(=O)N(C1CCS(=O)(=O)C1)N(C)C (configuration not stated),4
COc1ccc(C(=O)Nc2ccccc2C)c(OC)c1OC,14
O=C(CN1CCc2sccc2C1)Nc1ccc(F)c(F)c1,-8
Cc1cc(NC(=O)CSc2[nH]c(=O)cc(C(F)(F)F)c2C#N)no1,27
CSCc1ccc(CNC(C)Cn2cc(C)cn2)o1 (configuration not stated),-31
c1cc[n+](C[n+]2ccccc2)cc1,-3
O=S(=O)(N=C1C=C2N(CCO)CCOC2(O)c2ccccc21)c1ccc(Cl)cc1 (configuration not stated),-15
Cc1ccc(S(=O)(=O)NC(=O)C2(c3ccccc3)CCC2)c(C)c1,-10
O=C(CSc1nnc(-c2ccc3c(c2)OCO3)o1)c1ccc2c(c1)CCC2,-18

# Rewritten with tabs: entries from further up
SMILES	mcGAS MS inh
NC(=O)c1sc2nc3c(c(-c4ccco4)c2c1N)CCCC3	-3
CC(NC(=O)CSc1ccncc1)C(C)c1ccccc1 (configuration not stated)	-7

# Some of the entries so far, with each value named.
> c1cc[n+](C[n+]2ccccc2)cc1
  mcGAS MS inh = -3
> NC(=O)c1sc2nc3c(c(-c4ccco4)c2c1N)CCCC3
  mcGAS MS inh = -3
> CC(C)Cc1noc(CS(=O)(=O)Cc2ccc(Cl)c(Cl)c2)n1
  mcGAS MS inh = -14
> O=C(CSc1nnc(-c2ccc3c(c2)OCO3)o1)c1ccc2c(c1)CCC2
  mcGAS MS inh = -18

# The list continues.
SMILES,mcGAS MS inh
COc1cc2nc(-c3cccc4c3OCCO4)[nH]c(=O)c2cc1OC,-4
CSc1ccc(CN2CCC2(C)C(=O)N2CCN(C(=O)c3ccco3)CC2)cc1 (configuration not stated),-7
COCCn1c(=NC(=O)c2cc(Cl)sc2Cl)sc2cc(S(C)(=O)=O)ccc21,-5
S=c1[nH]nc(COc2ccc(Cl)cc2Cl)o1,-8
CCn1ncnc1CN1CCN(C)C(C(=O)O)C1 (configuration not stated),-9&8
CSCC1CCN(C(=O)Nc2cccc(N(C)C(C)C)c2)C1 (configuration not stated),-8
O=C(NCC(=O)N1CCN(S(=O)(=O)c2ccccc2)CC1)c1ccc2c(c1)OCO2,-10
CCn1c(SCC(=O)/C(C#N)=C(\C)N)nnc1-c1ccccc1OC,-6
CCOc1ccc2nc(S(=O)(=O)NC(=O)C3(C)CCN3C(=O)Cc3cc(C)cc(C)c3)sc2c1 (configuration not stated),-19
Cc1ccc(Oc2nc(N3CCOCC3)nc3c2CNCC3)cc1,-4
OCCc1ccccc1,-4
Cn1ccnc1-c1ccc(NC2CCc3ccccc32)nn1 (configuration not stated),-6
O=C(NNC(=S)Nc1ccc(Cl)cc1)c1ccccc1OC(F)F,-10
O=C(NCc1cn[nH]c1-c1ccc(Cl)cc1)C1CC2(CCNCC2)CN1 (configuration not stated),-6
Cc1cc(C)c2c(n1)sc1c(=O)n(NC(=O)Nc3ccc(Cl)cc3)c(C)nc12,1
CC1CCC(NC(=O)Cc2ccc(-n3cccc3)cc2)CC1 (configuration not stated),0
CC1CCc2c(C(=O)Nc3sc4c(c3C(N)=O)CCCC4)csc2C1 (configuration not stated),-13
COc1cccc(NC(=O)N(Cc2nnc3n2CCCCC3)c2cccc(OC)c2)c1,-8
O=C(O)CCc1nc2sc3c(c2c(=O)[nH]1)CCCC3,0
Cc1ccn2c(C(=O)NCC(C)Oc3cccnc3)c(C)nc2c1 (configuration not stated),-13
O=C1CCCN1CCCn1ccnc1-c1ccc2c(c1)OC(F)(F)O2,6
Clc1ccc(-c2nnc(CSc3nnc(C4CC4)n3C3CC3)o2)cc1,-7
CN(CC(=O)NC1CCCN(c2ccc(C(F)(F)F)cn2)C1)Cc1cccnc1 (configuration not stated),-3
Cc1cc(CCCC(=O)NCc2n[nH]c(=O)[nH]2)c(C)s1,-7
CCOC(=O)C1(C)CCCCCN1C(=O)c1ccc(C(C)(C)C)cc1 (configuration not stated),3
Cc1cccc(N(CCC#N)C(=O)c2cc3ccccc3c(=O)[nH]2)c1,-5
N[C@H]1C[C@@H](C(=O)O)N(Cc2cnc(C3CCCCC3)nc2)C1,-7
Cc1cc(C(=O)NCC2CCCN(Cc3cccn3-c3nccs3)C2)no1 (configuration not stated),-4
CC(=O)N1CCc2c(nc(N(C)C)nc2N(C)Cc2cc(C3CC3)n[nH]2)C1,2
COc1cccc(-c2nc(C=Nc3cccc(Cl)c3C)c(O)o2)c1,-4
CCc1ccc(CN(C)C(=O)Cc2c(C)nc(N)nc2C)nc1,-6
Cc1cc(C)n(C2CCN(S(=O)(=O)NCc3ccccc3)C2)n1 (configuration not stated),-10
Cc1cc(C)c(-c2cc(C(N)=O)ccn2)c(C)c1,-8
Cc1ccc(C(C)C)cc1S(=O)(=O)NCc1ccc2c(c1)OCO2,9
CC1CC1c1ccc(/C=C/C(=O)NCC2COc3ccccc3C2)o1 (configuration not stated),7
CCN(C(=O)NCCC(=O)N1CC(C)OC(C)C1)C(C)c1ccc(F)cc1 (configuration not stated),-5
Nn1c(Cn2cnc3ccccc32)n[nH]c1=S,-4
Cn1nc(SCC(=O)O)c(=O)n(C)c1=O,4
Cc1ccc(C(=O)CSc2nc(C)c(C)c(C)c2C#N)c(C)c1,-9
COC(=O)c1ccc(Cn2c(C)c(C(=O)N(C)Cc3cccc(OC)c3)sc2=O)o1,-10
O=C(NCCc1ccco1)c1ccc(C(=O)c2ccccc2)cc1,-5
Fc1ccc(-n2cccn2)c(CN2CCC(OCc3cccnc3)CC2)c1,-6
OCCC1CN(Cc2cccn2-c2cccnc2)CCN1CC1CCCCC1 (configuration not stated),-4
N#CCc1nc(-c2cc3cc(Cl)cc(Cl)c3oc2=O)cs1,-4
CS(=O)(=O)CCNCc1ccc(-c2ccc3ncnc(Nc4ccc(OCc5cccc(F)c5)c(Cl)c4)c3c2)o1,8
C=C(C)Cn1c(N2CCN(Cc3c(Cl)cccc3Cl)CC2)nc2c1c(=O)[nH]c(=O)n2C,-4
COc1ccc(C)cc1NC(=O)COc1ccc(N2CCN(C(C)=O)CC2)cc1,-7
C=C1CC[C@H](O)C/C1=C/C=C1\CCC[C@]2(C)[C@@H]([C@H](C)CCCC(C)C)CC[C@@H]12,-1
Cc1ccc(Cn2c(C)c(C(=O)NCc3ccccn3)sc2=O)cc1,-1
Cc1ccc(OCC(=O)N=Nc2c(O)n(C)c3ccccc23)cc1,-1
CC1CN(CC(=O)Nc2ccccc2Br)C1c1ccccc1 (configuration not stated),-3
Cc1cc(OCC(=O)NCc2ccc(-c3ccc(Br)cc3)o2)no1,0
Cc1ccc(C(=O)Nn2cnc3c(cnn3C(C)(C)C)c2=O)cc1,-8
Cc1nc(C2CC2)ncc1C(=O)NC(Cn1ccnc1)c1ccccc1 (configuration not stated),-14
Cc1nc2c(C)cccn2c(=O)c1NC(=O)c1ccccc1Cl,-4
CC/C=C(/C)C(=O)NCc1cccnc1OCc1ccccc1,8
CCCc1ccc(S(=O)(=O)Nc2sc(C)nc2C)cc1,-2
CC(NC(=O)N(C)Cc1csc2ccccc12)C1CCCO1 (configuration not stated),-16

# These rows are one share of the data (hit frequency here may not be typical).
